# S3 lipid droplet = qHTS Assay for Lipid Storage Modulators in Drosophila S3 Cells | AID 2685 | lipid storage change, negative = inhibition, % at the top dose, mostly 46.1 µM; hits show Potency in µM | actives 0.64% (n = 320,000) | Drosophila S3 cells, BODIPY lipid droplet fluorescence, 18-24 h; cells fed with added oleic acid; active means well fitted inhibition curve with a large enough effect in the signal ratio, with a control signal flat, not every such curve was filed as active; inconclusive means small, poorly fitted or top-dose-only effect, or effect the other way, or a change in a side signal; the % refers to the signal ratio
#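 Drosophila S3 cells got compounds at several concentrations plus oleic acid (400 uM solution). Laser-scanning cytometry with 488 nm excitation read lipid droplets at 500-530 nm and cells at 575-640 nm. Percent activity was relative to 20 uM Triacsin C.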
# S3 lipid droplet cell count max = second read-out of S3 lipid droplet, no call of its own (marks repeat the call); cell number change, %; measured here: cell count max response;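 cells counted by Cell Tracker Red CMTPX staining in the red channel; peak over a dose series mostly up to 46.1 µM; percent activity relative to internal control wells on each plate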
# An asterisk follows results filed as active; i = inactive; ? = inconclusive; · = no result given. On the % scale 0 is the no-effect control and ±100 the full control effect; potency means the concentration at half of the fitted maximal effect. A portion of the library (hit frequency here may not be typical).
SMILES,S3 lipid droplet,S3 lipid droplet cell count max
Cc1ccc(-c2cc3ccccc3nc2N2CCOCC2)cc1,?,·
O=C(c1ccc([N+](=O)[O-])cc1)N1C=CC(C(F)(F)F)=NCC1,?,·
Cc1ccccc1-n1nnnc1SCC(=O)c1c(N)n(C)c(=O)n(C)c1=O,?,·
Cc1ccc(C(=O)C(C)OC(=O)C2CC(=O)N(C3CCCCC3)C2)cc1 (stereo not given),-4%,6
O=C(NCc1ccccn1)c1cccc(S(=O)(=O)Nc2ccc(SC(F)F)cc2)c1,?,·
Clc1ccc(CSc2snnc2-c2ccccc2)c(Cl)c1,13%,-25
CCCOc1ccc(C(=O)c2nc3c(n2O)CCCC3)cc1,0%,0
Brc1cccc(-c2nnc3n2CCC3)c1,?,·
NS(=O)(=O)c1ccc(NNC(=O)c2sccc2Cl)cc1,-9%,0
COc1cc(C)c(NC(=S)Nc2cccc(Cl)c2)cc1OC,3%,0
Cc1cc(C(=O)N/N=C/c2ccc3ccccc3c2)n[nH]1,?,·
CC(=O)N1CCN(Cc2nc3cc(NC(=O)Cn4nc(C)c5ccccc5c4=O)ccc3n2C)CC1,?,·
O=C(Nc1ccc(S(=O)(=O)Nc2ncccn2)cc1)C1CC(=O)N(c2ccc(Cl)cc2)C1 (stereo not given),?,·
O=C(CN1CCc2ccccc21)NC(=O)NCc1ccco1,6.5µM*,0.3*
COc1ccccc1N1CCN(C(=O)c2cc(=O)c3c(C)cc(C)cc3o2)CC1,11%,14
Cc1cccc(-n2c(SCC(=O)NCc3ccco3)nnc2-c2ccco2)c1,21%,4
Cc1nonc1C(=O)N/N=C/c1cc2c(cc1Br)OCO2,-4%,13
CCOC(=O)c1csc(NC(=O)CCSc2ccccc2)n1,14%,-8
CCn1c(=O)cc(SCC(=O)NCc2ccc(C)o2)c2ccccc21,?,·
CC1=CC(c2ccccc2)n2nnnc2N1 (stereo not given),?,·
O=C(/C=C/c1ccccc1[N+](=O)[O-])N1CCN(c2ccccc2F)CC1,?,·
c1ccc(C2CNCCc3ccccc32)cc1 (stereo not given),8%,1
O=c1c2c(nc3c(-c4ccc(Cl)cc4)c[nH]n13)CCCC2,10%,-8
O=C(NCc1ccccc1)c1cncc(Br)c1,3%,18
CCC1=NN(C(=O)CCc2ccccc2)C(O)(C(F)(F)F)C1 (stereo not given),5%,-25
# (listing goes on)
SMILES,S3 lipid droplet,S3 lipid droplet cell count max
COc1cc2ccccc2cc1C(=O)N/N=C/c1ccc2c(c1)OCO2,?,·
CN(C)S(=O)(=O)c1ccc(Cl)c(NC(=O)COC(=O)CCSc2ccccc2)c1,?,·
Cc1nn2c(-c3cccc(NC(=O)CSc4nc5ccccc5o4)c3)nnc2c2ccccc12,?,·
Cc1ccccc1S(=O)(=O)Cc1ccc(C(=O)NCCN2CCCCC2C)o1 (stereo not given),i,9
C#CCNC(=O)C1=C[C@@H](c2ccc(C#C)cc2)[C@H](CCCO)[C@@H](OCC)O1,-8%,-3
O=[N+]([O-])c1ccc(O)c(Nc2ncnc3ccc(Br)cc23)c1,?,·
CCCCCc1ccc(-c2cn(Cc3cccc(OC)c3)nn2)cc1,?,·
COc1ccc(OCCCN2CCc3ccccc3C2)cc1,?,·
O=C(c1cnn2c(C(F)(F)F)cc(-c3cccs3)nc12)N1CCN(C(c2ccccc2)c2ccccc2)CC1,-11%,-15
O=C(CCc1nc2ccccc2s1)NCc1ccccc1F,-15%,-7
CCc1cc2ccc(C)cc2nc1SCC(=O)Nc1cc(C)on1,?,·
CN(C)/C=C1\N=C(c2ccccc2)OC1=O,?,·
COCCc1nc2ccc(C(=O)N3CCCC(CCCO)C3)cc2o1 (stereo not given),i,-6
CC(=O)N(c1c(C)n(C)n(-c2ccccc2)c1=O)C1(C(=O)NC2CCCC2)CCCCC1,25%,1
CCSc1nnc2c(n1)OC(C)(C)Nc1ccccc1-2,?,·
CCCCC1=CC2=C(c3ccco3)C(=O)C(C)(OC(=O)c3ccc(OC)cc3)C(=O)C2=CN1CCc1ccccn1 (stereo not given),-9%,·
COc1ccc2[nH]c(=O)c(CNc3ccccc3OC)cc2c1,?,·
COc1ccc(NC(=O)CCNC(=O)c2ccco2)c(OC)c1,?,·
O=C(Nc1cccc(C(F)(F)F)c1)c1csc(-c2ccncc2)n1,?,·
COCCn1c(N)c(Sc2ccc(Cl)cc2)c(=O)[nH]c1=O,?,·
CCCS(=O)(=O)c1c(S(=O)(=O)CCC)c2c(C(N)=O)cccn2c1C(=O)c1ccc(F)cc1,?,·
COc1ccc(OC)c(N(CC(=O)Nc2ccccc2)S(C)(=O)=O)c1,?,·
COc1cccc(CN2CC(C(=O)N3CCCCCCC3)CCC2=O)c1 (stereo not given),i,14
Cc1cc(C)cc(N2C(=O)CN(Cc3ccccc3)C2=S)c1,-3%,-2
CC(Oc1ccc(Cl)cc1)/C(N)=N/O (stereo not given),5%,0
# New compounds follow.
SMILES,S3 lipid droplet,S3 lipid droplet cell count max
CC(=O)N(CCc1ccccc1C)Cc1cc2cc3c(cc2[nH]c1=O)OCO3,?,·
O=C(CO/N=C/c1cccc([N+](=O)[O-])c1)NC1CCCCCC1,?,·
CCS(=O)(=O)n1nc(-c2ccco2)nc1N,1%,20
CC(=O)NS(=O)(=O)c1ccc(NC(=O)CSc2ccccc2)cc1,-23%,-6
CCCCNc1nc2ccccc2nc1NS(=O)(=O)c1ccc(F)cc1,29%,11
CCOCCCn1c(=S)[nH]c2cc(C(=O)NC3CCCCC3C)ccc2c1=O (stereo not given),-16%,-23
CC1CN(C(=O)N2c3ccccc3Sc3ccccc32)C(C)CC1=O (stereo not given),13%,-5
COC(=O)c1cccc(OCC(O)Cn2cnc3cc(C)c(C)cc32)c1 (stereo not given),?,·
O=C(Nc1nnc(-c2cccs2)o1)c1cccc(Oc2ccccc2)c1,?,·
CC(=O)Nc1ccc(OCCC[n+]2ccccc2)cc1,?,·
CC(=O)N1c2ccccc2-c2nc3ccccc3n2C1C (stereo not given),?,·
CC(=O)c1c(-c2ccc(C)cc2)nc2c3ccccc3ccn12,0%,5
COc1ccc(N(CC(=O)NCC2CCCO2)S(=O)(=O)c2ccc(C)cc2)cc1OC (stereo not given),?,·
COC(=O)c1cc(S(=O)(=O)N2CCCC2=O)c(Cl)cc1Cl,i,-14
Cn1cnc2c(N3CCCCC3)nccc21,?,·
CCC(C(=O)NCc1ccc(OC)cc1)n1nc(C)n2c(cc3occc32)c1=O (stereo not given),i,·
CC(C1CC2CCC1C2)n1c(COc2ccccc2F)nnc1SCC(N)=O (stereo not given),?,·
C/C(NC(=O)c1cccc(F)c1)=C1/C(=O)C[C@@H]2[C@H]1C2(C)C,?,·
Cc1nn(CC(=O)NCCCN2CC(C)CC(C)C2)c(=O)c2cccn12 (stereo not given),?,·
CSc1ncc(C(=O)Nc2cccc(S(N)(=O)=O)c2)n1-c1ccccc1,?,·
COc1ccc(N2C(=O)c3ccc(C(=O)OC(C)C)cc3C2=O)cc1,4%,-1
CSc1ccc(N2CCN(CCCNC(=O)Nc3ccccc3F)CC2)cc1,?,·
CCOc1ccccc1N1CCN(C(=O)c2cc3cc(OC)ccc3[nH]2)CC1,6%,8
O=C(CCCN1C(=O)c2ccccc2C1=O)Nc1ccc2c(c1)OCCO2,?,·
Clc1ccc(C[n+]2csc3ccccc32)cc1,?,·

# Full records as entered above. Order of screens: S3 lipid droplet	S3 lipid droplet cell count max
# CC(=O)NS(=O)(=O)c1ccc(NC(=O)CSc2ccccc2)cc1 as listed: -23%	-6
# CCOCCCn1c(=S)[nH]c2cc(C(=O)NC3CCCCC3C)ccc2c1=O (stereo not given) as listed: -16%	-23

# Reformatted with two lines to a compound: 5 of the compounds above.
# Under each structure – S3 lipid droplet | S3 lipid droplet cell count max
> COc1ccc2[nH]c(=O)c(CNc3ccccc3OC)cc2c1
  ? | ·
> CCCCCc1ccc(-c2cn(Cc3cccc(OC)c3)nn2)cc1
  ? | ·
> CCCS(=O)(=O)c1c(S(=O)(=O)CCC)c2c(C(N)=O)cccn2c1C(=O)c1ccc(F)cc1
  ? | ·
> Brc1cccc(-c2nnc3n2CCC3)c1
  ? | ·
> O=C(CO/N=C/c1cccc([N+](=O)[O-])c1)NC1CCCCCC1
  ? | ·

# The results go on.
SMILES,S3 lipid droplet,S3 lipid droplet cell count max
CCOC(=O)C1(Cc2cccc(OC)c2)CCN(Cc2ccc(C)s2)CC1,-9%,-9
CCN(CC)CC(=O)N1c2ccccc2Sc2ccccc21,i,12
O=C(CN1CCCC1)Nc1ccccc1C(=O)c1ccccc1,20%,-2
Cc1[nH]n(-c2cccc3ccccc23)c(=O)c1/C=N/NC(=O)c1cccc([N+](=O)[O-])c1,?,·
CCc1nnc2sc(-c3cc(-c4ccccc4)nc4ccccc34)nn12,i,-16
O=c1[nH]c(/C=C/c2ccccn2)nc2ccccc12,?,·
O=C(c1ccc(Br)c(S(=O)(=O)N2CCCCC2)c1)N1CCCCC1,?,·
CCC(=O)Oc1ccc(/C(CC)=C(\CC)c2ccc(OC(=O)CC)cc2)cc1,?,·
CCNC(=S)Nc1ccc(Cc2nc3ccccc3[nH]2)cc1,?,·
O=C1N(CN2C(=O)C3(OCCO3)c3ccccc32)c2ccccc2C12OCCO2,?,·
O=[N+]([O-])c1ccc(CN2CCN(c3ccc(F)cc3)CC2)o1,?,·
CCOc1ccc(-n2cc(C(=O)NC(C)C)c3cc(OC)c(OC)cc3c2=O)cc1,25%,1
O=C(COC(=O)C1CCC1)Nc1ncc(Cl)cc1Cl,30%,·
COC(=O)COc1ccc2oc(=O)cc(C)c2c1,?,·
O=C(NC1CCCC1)C1CCN(C(=O)c2ccc(Cl)cc2Cl)CC1,i,23
O=C(COC(=O)c1ccccc1Cc1ccccc1)Nc1ccc(SC(F)F)cc1,-8%,-6
O=S(=O)(c1ccc2c(c1)CCN2)N1CCCC1,?,·
CC1(C)NC(=O)N(CC(O)CN2CCOCC2)C1=O (stereo not given),?,·
Cc1ccc2c(c1)nnn2C1CCN(CC(=O)NCCc2ccccc2)CC1,-2%,-18
COc1ccc(NC(=O)C2C3CCC(O3)C2C(=O)O)c(C)c1 (stereo not given),?,·
c1ccc(N(c2ccccc2)c2nc(-n3ccnc3)nc(-n3ccnc3)n2)cc1,16%,-1
Nc1nonc1-n1nnc(C(=O)N/N=C/c2cccc(Cl)c2)c1-c1cccs1,i,13
COCCCNCCOc1ccc(C)cc1[N+](=O)[O-],-8%,0
OCC1CCCN(C(=S)Nc2ccc(Nc3ccccc3)cc2)C1 (stereo not given),?,·
Cc1cccc(N2CCN(C(=O)COc3ccc4ccc(=O)oc4c3)CC2)c1C,?,·

# In another format: entries from further up.
# Each structure is followed by: S3 lipid droplet, S3 lipid droplet cell count max
CCC(=O)Oc1ccc(/C(CC)=C(\CC)c2ccc(OC(=O)CC)cc2)cc1
 : ?, ·
CCNC(=S)Nc1ccc(Cc2nc3ccccc3[nH]2)cc1
 : ?, ·
O=C1N(CN2C(=O)C3(OCCO3)c3ccccc32)c2ccccc2C12OCCO2
 : ?, ·
O=[N+]([O-])c1ccc(CN2CCN(c3ccc(F)cc3)CC2)o1
 : ?, ·

# (further entries)
SMILES,S3 lipid droplet,S3 lipid droplet cell count max
O=C(Nc1ccc(C(=O)NCC2CCN(Cc3ccccc3F)CC2)cc1)C1=CSCCO1,?,·
CCOC(=O)C1CCN(C(=O)c2ccc3c(c2)NC(=O)/C(=C/c2ccccc2)S3)CC1,?,·
CNc1ccc(Br)cc(C(=O)/C=C/c2cccc(OC)c2)c1=O,?,·
COC(=O)Nc1ccc(C)cc1NC(=O)OC,i,·
O=C1C=C(c2ccc(Cl)cc2)C(=O)N1Nc1ccccc1,?,·
CN(C)S(=O)(=O)c1cccc(NC(=O)COC(=O)c2ccc(Br)o2)c1,1%,-15
CCOC(=O)C1=C(N)OC2=C(C(=O)CC(C)(C)C2)C1c1ccccc1OC (stereo not given),-7%,9
COc1cc(OC)cc(C(=O)NCC(=O)OCC(=O)N2CCc3ccccc32)c1,?,·
O=C(CCc1ccccc1)NNC(=O)c1ccc(Cl)cc1,?,·
NC(=O)c1ccc(Cn2c(C(=O)c3cc(Cl)c(N)c(Cl)c3)c3ccccc3[n+]2[O-])cc1,?,·
CC(C)(C)c1ccc(-c2n[nH]c(=S)n2CCCN2CCOCC2)cc1,-9%,-6
Cc1ccc2nc(NCC(N)=O)nc(-c3ccccc3)c2c1,?,·
CC(C)(CO)NCC#Cc1ccccc1,-1%,17
CCc1nnc(NC(=O)CSc2nnc(-c3c[nH]c4ccccc34)n2CCOC)s1,2%,0
CC(=O)c1sc(-c2ccc(Cl)cc2)cc1N,?,·
Cc1nc(C(F)(F)F)ccc1C(=O)Nc1ccccc1N1CCOCC1,-9%,15
CC(C)c1ccc(-c2cc(C(=O)NN3CCN(C)CC3)c3ccccc3n2)cc1,6%,18
Cc1cc(Nc2ccc3c(c2)OCCO3)n2nc(C)nc2n1,?,·
O=C(Nc1ccccc1N1CCOCC1)C1CCN(S(=O)(=O)c2ccc(F)cc2)CC1,28%,2
CC(=O)N1N=C(c2ccccc2)CC1c1ccc(F)cc1 (stereo not given),?,·
CC(=O)N1CCc2cc(Br)cc(S(=O)(=O)NCc3ccccn3)c21,1%,-8
O=C(CNC(=O)c1ccc(OC(F)F)cc1)NCC1CCCO1 (stereo not given),17%,-15

# High-throughput results as filed in PubChem.
